Screens from PubChem.
EWS-Fli inh: EWS/Fli-driven NR0B1 reporter inhibitors, primary screen, A673 cells, NR0B1 luciferase, luminescence, MLPCN library. inhibition, % at 12.6 µM. 350,000 tested, 0.67% active. viability-normalised;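 active = mean inhibition of at least 50% after viability correction, with every replicate also passing that limit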;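 note: firefly luciferase signal divided by Alamar Blue viability fluorescence both relative to DMSO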
RAD54 branch: inhibitors of human RAD54 branch migration, primary screen, biochemical, fluorescence, single point; DNA repair and recombination protein RAD54-like (Homo sapiens), Q92698; RAD54 Holliday junction branch migration, FAM/BHQ fluorescence; inhibition, % at 10.4 µM; 360,000 tested, 0.14% active;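 active = mean normalized replicate activity at least 40 and at least half of replicates scoring 40 or more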;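 note: 0% = median of neutral control wells and 100% = median of positive control wells; inhibitors cause a drop in the FAM fluorescence signal; in these data hits start at about 50%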
Target sequence (Q92698 whole entry, looked up): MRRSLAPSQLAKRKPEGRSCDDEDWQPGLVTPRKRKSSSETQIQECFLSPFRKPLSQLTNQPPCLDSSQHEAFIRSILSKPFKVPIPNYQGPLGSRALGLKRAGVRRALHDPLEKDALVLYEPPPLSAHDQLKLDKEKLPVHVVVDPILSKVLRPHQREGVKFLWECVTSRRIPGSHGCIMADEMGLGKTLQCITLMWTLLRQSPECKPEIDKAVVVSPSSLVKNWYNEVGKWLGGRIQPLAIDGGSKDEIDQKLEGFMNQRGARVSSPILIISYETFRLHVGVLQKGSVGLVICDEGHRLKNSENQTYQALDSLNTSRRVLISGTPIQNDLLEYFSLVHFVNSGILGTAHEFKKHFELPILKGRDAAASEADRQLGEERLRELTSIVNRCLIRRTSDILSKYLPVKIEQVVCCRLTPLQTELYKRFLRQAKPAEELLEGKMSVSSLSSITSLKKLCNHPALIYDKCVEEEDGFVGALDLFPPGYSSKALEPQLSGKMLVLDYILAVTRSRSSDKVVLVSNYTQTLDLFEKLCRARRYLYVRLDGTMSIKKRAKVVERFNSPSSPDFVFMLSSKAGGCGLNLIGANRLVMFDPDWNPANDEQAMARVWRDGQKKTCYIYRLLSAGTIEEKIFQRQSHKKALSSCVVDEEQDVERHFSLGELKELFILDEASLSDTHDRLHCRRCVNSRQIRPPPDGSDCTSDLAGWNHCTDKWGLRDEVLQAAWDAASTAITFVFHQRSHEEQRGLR
FN deposit inh: inhibitors of fibronectin matrix deposition, primary screen, AH1F cells, Alexa488-fibronectin fluorescence, plate reader. AID 743247, 2014. 350,000 tested, 0.086% active. inhibition, % at 12.6 µM. AH1F fibroblasts, overnight;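 active = mean inhibition across replicates of 30% or more, regardless of how many single replicates reach that level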;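 note: positive control wells lacked labelled fibronectin entirely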
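Assay system: AH1F fibroblasts assembling fluorescent fibronectin matrix; Amount: 10000 AH1F cells per well; Buffer or medium: DMEM, 2% serum; Probe or stimulus: Alexa488-fibronectin, 24 nM final in well; Doses: single compound dose, delivered by pin transfer; Incubation: 1 h adhesion, overnight exposure; Measured by: fluorescence 485/525 nm; Read-out: fibronectin deposition inhibition.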
esBAF inh: Bmi1 luciferase reporter increase in mESCs, primary screen, esBAF inhibitor project, mouse ES cells, Bmi1 luciferase knock-in, single point. 24 h; 100% = twice the neutral-well signal. reporter increase, % at 12.5 µM. 350,000 tested, 2% active. AID 602393, 2012; in the data active = activation above about 40%;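 note: 0% = median of the plate's neutral control wells and 100% = double that signal; a rise in the Bmi1 reporter signal indicates esBAF inhibition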
XiGFP reactiv: activators of inactive X chromosome reactivation, primary screen, imaging, XiGFP fibroblasts, GFP high-content imaging, set 2; AID 743238, 2013; XiGFP mouse fibroblasts, % GFP-positive cells imaging, 3 d; cells co-treated with 5-aza-dC sensitizer; scaled so ellipticine positive control = 100%; 360,000 tested, 0.055% active; activation, % at 7.58 µM;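 active = mean normalized replicate activation at least 10% and every replicate at or above 10%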;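 note: 0% = median of on-plate neutral control wells and 100% = ellipticine 6 µM median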
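Material: XiGFP fibroblasts, SV40-immortalized; Buffer or medium: DMEM containing 5-aza-dC; Compound dosing: single point; Times: 3 days compound exposure.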
E-selectin induc: E-selectin induction in HUVECs, primary screen, imaging, HUVEC, immunofluorescence imaging, single point. P16581. normalized: neutral wells 0, TNF-alpha wells 100. 260,000 tested, 0.37% active. AID 686992, 2013. activation, % at 7.58 µM;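 active = mean E-selectin-positive cell signal at least 10% of the positive control, reached in at least 60% of replicates, without over 20% cell loss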;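 note: in these data hits start at about 27%; measured in HUVEC primary endothelial cells; signal is the percent of cells scored E-selectin positive by PE staining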
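Material: HUVEC primary endothelial cells; Amount: 3,000 cells per well; Dosing: single concentration; Medium: EGM-2 growth medium on 0.1% gelatin-coated wells; Read-out basis: percent E-selectin-positive cells; Signal: immunofluorescence imaging; Control set: TNF-alpha, DMSO.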
S100A4 inh HTS: inhibitors of S100A4-myosin IIA peptide binding, primary screen, biochemical, fluorescence polarization, TAMRA-MyoIIA peptide; Protein S100-A4 (Homo sapiens), P26447; inhibition, % at 10.7 µM; 360,000 tested, 0.14% active; AID 652163, 2013;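 active = mean inhibition of at least 70% across replicates, with every replicate also reaching that level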
Target sequence (P26447 whole entry, looked up): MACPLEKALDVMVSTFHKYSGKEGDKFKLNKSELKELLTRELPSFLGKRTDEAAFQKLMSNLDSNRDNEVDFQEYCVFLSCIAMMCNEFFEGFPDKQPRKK
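Material: S100A4 monomer protein | Medium: HEPES pH 7.2 with CaCl2, KCl, NaCl, DTT, Triton | Reagent: Labelled myosin peptide probe, 5 nM | Doses: One dose per compound | Times: 5 min incubation before reading | Benchmarks: Neutral control DMSO, positive control TFP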
RAD52 inh: RAD52 DNA annealing inhibitors, primary screen, biochemical, FRET, single point, set 2; DNA repair protein RAD52 homolog (Homo sapiens), P43351; recombinant RAD52 DNA annealing, FRET fluorescence; inhibition, % at 18.7 µM; 360,000 tested, 0.46% active;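 active = every replicate showing at least 50% inhibition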
* marks the source's active call; other numbers are inactive results; · = no result given; & = joins results of further samples. Rows are unselected; about 3% have a hit in one of these screens.

SMILES	EWS-Fli inh	RAD54 branch	FN deposit inh	esBAF inh	XiGFP reactiv	E-selectin induc	S100A4 inh HTS	RAD52 inh
Cc1ccc(/C(C#N)=C\c2ccc(N3CCOCC3)o2)cc1	6	7	·	17	·	·	-12	-32
COCCNC(=O)C[C@H]1C[C@@H]2c3cc(NC(=O)Nc4ccccc4)ccc3O[C@@H]2[C@@H](CO)O1	3	0	3	-1	0.0	-0.1	8	18
Cc1nn(C(C)C(=O)N/N=C/c2ccc(N(C)C)cc2)c(C)c1[N+](=O)[O-] (configuration not stated)	6	5	4	·	0.1	·	1	-5
CN1c2ccc(C#Cc3cccnc3)cc2[C@H]2[C@H](CCN2C(=O)C2CCCCC2)[C@H]1CO	9	-6	5	10	0.1	1.2	10	-56
O=C(CN1C(=O)NC(c2ccccc2)(c2ccccc2)C1=O)NC1CCCCC1	3	-2	2	-2	-0.1	·	-1	-22
COc1ccc(Cl)cc1N(CC(=O)NCCSCc1ccccc1)S(C)(=O)=O	1	2	-14	-8	-0.1	·	-7	-9
CCOc1ccc(NC(=O)CN(C)CC(=O)NC(C)c2ccccc2)cc1OCC (configuration not stated)	-1	5	-10	-5	-0.1	-1.5	-1	6
COc1ccc(N(C)S(=O)(=O)c2cccc(C(=O)Nc3cccc(C(=O)NC4CC4)c3)c2)cc1	3	-5	-16	-3	-0.1	·	-2	-18
COc1ccc2nc(SCC(=O)NCC3CCCO3)c(C#N)cc2c1 (configuration not stated)	-25	0	3	19	0.1	0.0	16	-24
CC(C)NC(=O)Nc1ccc2c(c1)C(=O)N([C@@H](C)CO)C[C@@H](C)[C@H](CN(C)S(=O)(=O)c1cn(C)cn1)OCCCC[C@H](C)O2	-12	3	-11	2	0.5	·	-3	2
C[C@H]1CCCCO[C@H](CN(C)S(=O)(=O)c2ccc(Cl)cc2)[C@@H](C)CN([C@@H](C)CO)C(=O)c2cc(NC(=O)Nc3ccc4c(c3)OCO4)ccc2O1	10	11	-4	0	0.2	1.3	-7	0
COCCCN(C(=O)c1ccc(-c2ccc(C(C)=O)cc2)o1)c1c(N)n(CC(C)C)c(=O)[nH]c1=O	-9	-1	2	15	-0.1	·	-7	-5

No new results follow: entries from further up.
SMILES	EWS-Fli inh	RAD54 branch	FN deposit inh	esBAF inh	XiGFP reactiv	E-selectin induc	S100A4 inh HTS	RAD52 inh
Cc1ccc(/C(C#N)=C\c2ccc(N3CCOCC3)o2)cc1	6	7	·	17	·	·	-12	-32
COCCNC(=O)C[C@H]1C[C@@H]2c3cc(NC(=O)Nc4ccccc4)ccc3O[C@@H]2[C@@H](CO)O1	3	0	3	-1	0.0	-0.1	8	18

More entries follow.
SMILES	EWS-Fli inh	RAD54 branch	FN deposit inh	esBAF inh	XiGFP reactiv	E-selectin induc	S100A4 inh HTS	RAD52 inh
COc1cccc(S(=O)(=O)Nc2ccc3c(c2)C(=O)N(C)C[C@@H](OC)[C@H](C)CN(C(=O)Cc2cccnc2)[C@H](C)CO3)c1	-6	-8	·	-2	0.3	-0.2	-15	-20
CC(C)CC(N)c1csc(Nc2ncccn2)n1 (configuration not stated)	-17	-10	-6	15	0.1	-0.4	4	-15
COc1cc(NS(=O)(=O)c2ccc(N/C=C\C(=O)c3ccc(F)cc3)cc2)nc(OC)n1	-13	-13	5	·	0.0	-2.3	2	-17
COc1ccc(CCNC(=O)c2cc(S(=O)(=O)N3CCCCC3)ccc2Cl)cc1	8	11	3	·	0.2	·	4	-21
CC(=O)Nc1ccc(NC(=O)C2CCCN2C(=O)Nc2ccccc2[N+](=O)[O-])cc1 (configuration not stated)	-6	8	-14	-4	0.0	4.0	1	-5
CC(C)(Cc1ccc(O)cc1)NC(=O)CC(=O)N=Nc1c(O)[nH]c2cc(Br)ccc12	-3	3	-3	0	0.0	·	2	-8
CN(C)CCN(C)C1CN(C2CCCC2)S(=O)(=O)C1 (configuration not stated)	-9	-6	·	2	0.1	·	21	-20
CN1C(=O)C(CC(=O)O)S/C1=N\N=C\c1ccc(O)cc1O (configuration not stated)	4	3	3	·	0.0	·	-3	-10
CCn1nc(Cc2cccc3ccccc23)c(C#N)c1N	-2	14	5	-7	-0.6	0.0	37	-8
CCC(=O)N1[C@@H]2c3ccc(-c4ccc(F)cc4)c(=O)n3C[C@H]1[C@H](CO)[C@H]2C(=O)N(C)C	0	-1	·	-4	1.0	-0.3	-11	0
Cc1ccccc1Cn1ccc(NC(=O)c2cc3ncc(Br)cn3n2)n1	2	·	-3	-15	0.3	0.0	-3	-2
Nc1ccc(-n2cc(-c3ccccc3)[nH]c2=S)cc1	-18	-1	0	38	-0.1	-0.1	2	4
O=C(Cn1cnc2cc([N+](=O)[O-])ccc2c1=O)Nc1ccc(Br)cc1	4	1	11	-2	-0.1	3.6	-3	-12
COc1ccc2nc(NC(=O)CS(=O)(=O)c3ccc(C)cc3)sc2c1	-24	-1	0	-1	0.4	·	1	3
CCc1nc2ccccc2nc1N1CCN(S(=O)(=O)c2ccccc2)CC1	6	-1	-2	·	0.0	-0.1	-6	-1
CCC(=O)c1cc(F)c(N2CCN(C(=O)c3ccco3)CC2)cc1C	1	-7	-2	39	0.2	0.2	-1	-9
Cc1cccc(NC(=O)CCCc2ccccc2)c1C	-15	6	-12	14	0.0	·	11	-8
COC(=O)C1CCN(C(=O)COC(=O)CNC(=O)c2ccc(Cl)cc2Cl)CC1	-2	4	-7	-10	0.1	1.0	-6	-2
O=Cc1cc2c(cc1[B-](F)(F)F)OCO2	2	1	·	1	-0.1	-0.4	-3	-7
CN(C)C(=O)[C@@H]1[C@@H](CO)[C@@H]2Cn3c(ccc(C4=CCCCC4)c3=O)[C@H]1N2Cc1ccccc1	1	-3	·	-3	0.8	-0.4	-6	6
CN(C)c1cccc(NC(=O)c2ccc(-c3ccc(F)c(F)c3)c3ccoc23)c1	-47	-3	-11	11	0.0	0.8	2	-10
CC1CCCN(S(=O)(=O)c2cc3c4c(c2)C(C)C(=O)N4CCC3)C1 (configuration not stated)	7	-16	9	1	0.1	·	-6	-7
COc1ccc(NC(=O)[C@H](C)NC(=O)C2CCN(S(=O)(=O)c3ccc(OC)cc3)CC2)cc1	-2	-7	5	-4	0.0	·	1	-3
CO[C@H]1CN(C)C(=O)c2ccc(NC(=O)Nc3ccccc3F)cc2OC[C@H](C)NC[C@H]1C	-4	-5	-20	1	-0.5	0.4	-14	3

Ordered by value in S100A4 inh HTS (ascending): some entries from above.
SMILES	S100A4 inh HTS
CO[C@H]1CN(C)C(=O)c2ccc(NC(=O)Nc3ccccc3F)cc2OC[C@H](C)NC[C@H]1C	-14
CC1CCCN(S(=O)(=O)c2cc3c4c(c2)C(C)C(=O)N4CCC3)C1 (configuration not stated)	-6
CCC(=O)c1cc(F)c(N2CCN(C(=O)c3ccco3)CC2)cc1C	-1

Further entries follow.
SMILES	EWS-Fli inh	RAD54 branch	FN deposit inh	esBAF inh	XiGFP reactiv	E-selectin induc	S100A4 inh HTS	RAD52 inh
COc1ccc(CN(C)C[C@@H]2Oc3ccc(NS(=O)(=O)c4ccc(Cl)cc4)cc3CC(=O)N([C@@H](C)CO)C[C@H]2C)cc1	20	·	·	·	4.7	-0.2	-12	15
C[C@@H]1CN([C@H](C)CO)S(=O)(=O)c2ccc(-c3ccc(C(=O)N(C)C)cc3)cc2O[C@H]1CN(C)C(=O)Cc1ccccn1	11&7&-21	-1&-2&1	0	-8&0&-5	-0.1&0.3	0.0&-0.1	-3&2	2&3
Cn1c(=NC(=O)C2CC2)sc2cc(F)cc(F)c21	-18	-9	0	62*	0.0	0.9	0	-10
CCCCOC(=O)Nc1nnc(/C=C/c2ccc(OC)cc2)s1	10	·	3	·	0.1	-0.8	-7	7
Cc1oc(-c2ccccc2F)nc1CS(=O)(=O)CC(=O)N1CCc2ccccc21	12	16	-3	-3	0.0	-0.1	-4	-2
COc1ccc(C2=NOC(Cn3nc(C(=O)NCc4cccc(C(F)(F)F)c4)cc3-c3ccccc3)C2)cc1 (configuration not stated)	-2	1	-6	-9	0.0	0.1	0	-20
CCCN(C)C[C@@H]1Oc2cc(C#Cc3ccccc3F)ccc2S(=O)(=O)N([C@H](C)CO)C[C@@H]1C	2	2	-14	0	-0.2	-0.9	6	1
O=Cc1c[nH]c2ccc(S(=O)(=O)N3CCCCC3)cc12	-1	3	5	-1	0.1	-0.1	2	-6
Cc1ccc2c(c1)c1c(c(=O)n(-c3ccccc3C)c(=O)n1CC(=O)NCC1CCCO1)n2C (configuration not stated)	-7	-11	-4	3	0.1	·	-4	-11
COc1cccc(OC)c1C(=O)NC(=S)Nc1ccc(N2CCOCC2)c(Cl)c1	-7	-5	3	2	0.0	·	-35	-4
CCCC(C)c1nnc(NC(=O)CCS(=O)(=O)Cc2ccccc2)s1 (configuration not stated)	-9	-7	-1	-5	0.0	·	-3	2
COc1ccc(Cn2c(=O)[nH]c3cc(C(=O)N4CCN(c5ccccn5)CC4)ccc3c2=O)cc1	-4	-3	1	-5	·	4.8	12	-13
CCCC(=O)Nc1ccc2c(c1)C(=O)N(C)C[C@H](OC)[C@H](C)CN(Cc1cncnc1)[C@@H](C)CO2	-4	-2	11	-6	0.0	0.6	13	-10
C[C@H]1CN([C@@H](C)CO)C(=O)c2cc(C#Cc3ccccn3)cnc2O[C@@H]1CN(C)CC1CCOCC1	0	-4	·	0	-0.7	0.4	1	-41
CCNC(=S)N1CCN(CC(=O)Nc2ccc(OC)cc2)CC1	5	·	-4	·	0.2	3.5	-3	-7
Cc1cc2c(cc1C)-n1nnnc1C(N(C)CCc1ccccc1)C(=O)N2 (configuration not stated)	3	·	5	·	0.3	3.7	-2	-30
Cc1ccc(S(=O)(=O)N(C)C[C@@H]2OCCCC[C@@H](C)Oc3ccc(NS(C)(=O)=O)cc3C(=O)N([C@H](C)CO)C[C@H]2C)cc1	2	2	0	5	0.1	1.4	-4	-4
O=C1CN(Cc2ccccc2)C[C@@H]2[C@@H](c3ccc(Br)cc3)[C@@H](CO)N12	2	·	·	·	0.0	0.1	0	0
O=C(Cc1ccccn1)N1[C@@H](CO)[C@@H]2c3ccccc3NC[C@@H]21	9	3	2	8	0.0	-0.2	-5	-54
COc1ccc(N2CCN(S(=O)(=O)CCNC(=O)COc3ccc(Cl)cc3)CC2)cc1	·	6	-6	-3	0.0	·	-3	-15
CC(=O)Nc1ccc2nc(NC(=O)COc3ccc(C)cc3)sc2c1	-13	·	-16	·	0.0	0.0	-5	-12
CN1C(=O)/C(=C/c2cccc(Cl)c2)Sc2ccc(C(=O)NCc3cccnc3)cc21	5	-1	-18	-3	0.1	-0.9	-1	-33
CC(C)NC(=O)Nc1ccc2c(c1)C(=O)N([C@@H](C)CO)C[C@@H](C)[C@H](CN(C)S(C)(=O)=O)O2	·	-3	·	-5	0.0	·	-5	-11
COc1ccccc1-c1ocnc1C(=O)N1CCN(C(=O)C(c2ccccc2)c2ccccc2)CC1	5	2	4	-3	0.2	·	0	-1
